Assay outcomes: PubChem, National Center for Advancing Translational Sciences (NCATS)
JMJD2A Tudor inh: qHTS Assay for Inhibitors of JMJD2A-Tudor Domain; Lysine-specific demethylase 4A (Homo sapiens), O75164; AlphaScreen JMJD2A-Tudor / H3K4me3 peptide binding; Potency, µM (series often up to 114 µM), inactives show at the top dose activity change, negative = inhibition, hits mostly inhibitors; 4.4% of 390,000 active; AID 504339, 2011; also: potency is read from the fitted curve at half-maximal effect; % is scaled to controls: 0 for no effect and ±100 for the full control effect; nearly all actives have a fitted effect of over 50% in size
G9a block: qHTS Assay for Inhibitors of Histone Lysine Methyltransferase G9a; Histone-lysine N-methyltransferase EHMT2 (Homo sapiens), Q96KQ7; G9a H3K9 monomethylation, AlphaScreen, 2 h; Potency, µM (highest dose often 102 µM), inactives show at the highest dose activity, negative = inhibition, most hits filed as inhibitors; 8.8% of 350,000 active; AID 504332, 2011; also: potency is read from the fitted curve at half-maximal effect; % is scaled to controls: 0 for no effect and ±100 for the full control effect; nearly all actives have a fitted effect of over 75% in size
Target sequence (Q96KQ7 913-1193 limits assumed): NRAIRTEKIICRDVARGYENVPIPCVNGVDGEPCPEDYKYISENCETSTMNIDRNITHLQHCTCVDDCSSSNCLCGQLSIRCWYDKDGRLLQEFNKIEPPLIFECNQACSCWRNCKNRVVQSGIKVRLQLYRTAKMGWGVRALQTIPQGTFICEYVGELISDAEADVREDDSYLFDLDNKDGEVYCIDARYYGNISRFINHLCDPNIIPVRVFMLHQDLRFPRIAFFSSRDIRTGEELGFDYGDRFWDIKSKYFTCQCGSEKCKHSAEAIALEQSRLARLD
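AlphaScreen read-out: biotin-H3K9 peptide (500 nM) methylation by 20 nM enzyme with 20 uM SAM, 2 h at room temperature after 15 min compound preincubation; anti-monomethyl H3K9 antibody plus donor/acceptor beads, 10 min dark.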
PI4K2A inh: qHTS for small molecular inhibitors of PI4K2A | purified PI4K2A, ADP-Glo luminescence, 1 h; stronger effect = lower value | activity change, negative = inhibition, % at 76.9 µM | 0.13% of 420,000 active | AID 1346378, 2018; in the data active = activity change below about -50%; inconclusive = mostly about -30% to -49%;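 also: -100% = wells without enzyme as full effect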
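Compounds are screened against recombinant PI4K2A using PI as substrate and ATP, the latter dispensed at 300 microM. Reactions run one hour at ambient temperature before ADP-Glo detection; full inhibition defined by wells lacking enzyme.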
RGS4 inh: Inhibitors of Regulator of G Protein Signaling (RGS) 4: qHTS; Transcreener GDP fluorescence polarization, RGS4-accelerated GTP hydrolysis; Potency, µM (doses to about 114 µM), without a hit: top-dose activity change, negative = inhibition, hits mostly inhibitors; 0.039% of 390,000 active; also: potency is read from the fitted curve at half-maximal effect; % is scaled to controls: 0 for no effect and ±100 for the full control effect; nearly all actives have a fitted effect of over 75% in size; some results filed as inactive show a strong effect at the top dose
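MLSMR compounds (23 nl, pin-transferred) preincubated 10 min at room temperature with a 500nM (2x) first reagent, then RGS4 at 900nM (2x) plus Transcreener GDP mix added; fluorescence polarization (620/688 nm) read before and after 90 min at 30 °C.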
BAZ2B inh: qHTS Assay for Inhibitors of BAZ2B. Bromodomain adjacent to zinc finger domain protein 2B (Homo sapiens), Q9UIF8. Potency, µM (titrated, usually from 114 µM), for inactives: top-dose activity change, negative = inhibition, hits mostly inhibitors. AlphaScreen BAZ2B-H3K14Ac peptide displacement. AID 504333, 2011. 4.4% of 360,000 active; also: potency is read from the fitted curve at half-maximal effect; % is scaled to controls: 0 for no effect and ±100 for the full control effect; nearly all actives have a fitted effect of over 60% in size
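Inhibition is scored as reduced AlphaScreen emission. The BAZ2B/b-H3(5-23)K14Ac complex (50 nM each) in PBS pH 7.4, 0.01% Tween-20 meets compound (up to 110 uM) for 30 min at RT before bead addition.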
GLS inhibitor: qHTS for Inhibitors of Glutaminase (GLS). Glutaminase kidney isoform, mitochondrial (Homo sapiens), O94925. GLS enzymatic activity, qHTS titration. Potency, µM (doses to about 45.5 µM), without a hit: at the highest dose activity change, negative = inhibition, hits mostly inhibitors. 0.21% of 410,000 active; also: potency is read from the fitted curve at half-maximal effect; % is scaled to controls: 0 for no effect and ±100 for the full control effect
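Read-out is an Amplex red fluorescence increase coupled through glutamate oxidase and HRP, measured before and after 30 min room-temperature incubation. hKGA is in 45 mM KH2PO4 (pH 8.2) with 0.02% Tween-20; glutamine added as 1mM solution.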
ERG Ets-DNA blk: qHTS for Small Molecule Inhibitors of the ERG Ets/DNA interaction; Transcriptional regulator ERG (Homo sapiens), P11308; fluorescence polarization, His-ERG Ets domain / labelled DNA; Potency, µM (doses to about 76.9 µM), for the others: at the top dose FP activity, negative = inhibition, actives largely listed as inhibitors; 0.028% of 370,000 active; active = well fitted inhibition curve with a large enough effect in the polarisation, with a control signal flat; inconclusive = small, poorly fitted or top-dose-only effect, or effect the other way, or a change in a side signal; inactive = no such curve, though single readings can be large or run the other way; the % refers to the polarisation;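 also: polarization taken with two DNA probes labelled with fluorescein and Texas red; potency is read from the fitted curve at half-maximal effect; % of control where 0% means no effect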
Target sequence (P11308 whole entry, looked up, the tested form may be a part): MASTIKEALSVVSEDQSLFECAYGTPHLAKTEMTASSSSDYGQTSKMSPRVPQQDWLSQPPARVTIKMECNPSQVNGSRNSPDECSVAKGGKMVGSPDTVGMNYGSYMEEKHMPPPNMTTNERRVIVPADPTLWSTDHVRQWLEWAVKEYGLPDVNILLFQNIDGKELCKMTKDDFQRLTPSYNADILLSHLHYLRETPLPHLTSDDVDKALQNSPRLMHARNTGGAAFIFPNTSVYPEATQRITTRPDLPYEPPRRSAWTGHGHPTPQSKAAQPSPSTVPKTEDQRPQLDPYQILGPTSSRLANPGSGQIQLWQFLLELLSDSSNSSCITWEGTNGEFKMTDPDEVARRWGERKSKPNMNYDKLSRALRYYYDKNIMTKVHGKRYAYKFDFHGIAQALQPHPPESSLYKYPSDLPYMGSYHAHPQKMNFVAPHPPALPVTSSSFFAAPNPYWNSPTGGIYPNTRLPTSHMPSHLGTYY
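His-tagged ERG Ets domain (1 uM in the protein solution; 300mM KCl, 50mM Tris-HCl, 1mM EDTA, 1mM DTT, pH 7.5) received compound, then a probe mix of 5 nM fluorescein-DNA and 100nM Texas-615-DNA. Fluorescence polarization was read for both dyes.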
HP1b chromo inh: HTS for Inhibitors of HP1-beta Chromodomain Interactions with Methylated Histone Tails; Chromobox protein homolog 1 (Homo sapiens), P83916; AlphaScreen HP1-beta / biotin-H3K9me3 peptide binding; Potency, µM (highest dose often 114 µM), for the others: at the top dose activity change, negative = inhibition, most hits filed as inhibitors; 0.56% of 390,000 active; AID 540317, 2011; also: potency is read from the fitted curve at half-maximal effect; nearly all actives have a fitted effect of over 70% in size; inactives centre near 23
Target sequence (P83916 whole entry, looked up): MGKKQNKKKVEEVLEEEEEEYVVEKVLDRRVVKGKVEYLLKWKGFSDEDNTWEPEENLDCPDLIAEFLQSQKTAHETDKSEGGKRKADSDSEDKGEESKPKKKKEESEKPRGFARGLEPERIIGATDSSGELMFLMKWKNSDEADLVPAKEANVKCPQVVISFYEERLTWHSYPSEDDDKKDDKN
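Compound inhibition of the preformed complex between 50 nM HP1-beta and 50 nM biotinylated H3K9me3 peptide was read by AlphaScreen. Buffer was PBS pH 7.4 with 0.01% Tween-20. Incubations ran 30 min at room temperature, with 10 ug/mL donor/acceptor beads.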
ALOX12 inh: Primary qHTS assay for inhibitors of human arachidonate 12S-lipoxygenase (ALOX12): Round 2. Polyunsaturated fatty acid lipoxygenase ALOX12 (Homo sapiens), P18054. purified 12hLO, xylenol orange hydroperoxide absorbance. Potency, µM (titrated, usually from 108 µM), inactives show at the highest dose activity change, negative = inhibition, usual class: inhibitors. 1.1% of 580,000 active; also: potency is read from the fitted curve at half-maximal effect; % is scaled to controls: 0 for no effect and ±100 for the full control effect
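Purified human 12hLO (150 nM final) in 25 mM Hepes, 0.01% Triton X-100, pH 7.0 was preincubated 15 min at room temperature with compound. Then 40 uM arachidonic acid was added, 30 min. Hydroperoxide was read by Fe-XO absorbance ratio 573/405 nm.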
Numbers without * were called inactive; ? = inconclusive; · = no result given; & = joins results of further samples; [ ] = remark or other dose. Unless noted, calls follow the shape of the dose curve; as a rule, active = well fitted curve in the direction sought with a large enough effect; inconclusive = small, poorly fitted or top-dose-only effect, or another doubt; inactive = no such curve, though single readings can be large; an effect the other way counts as inactive or inconclusive. The list is partial; the hit share may differ from the screen's.

1) COCCOc1ccc(C(F)(F)F)cc1NC(=O)COC(=O)c1cc([N+](=O)[O-])ccc1N1CCOCC1
2) COc1cc(OC)cc(C(=O)NCC(=O)OC2CCCCC2=O)c1 (configuration not stated)
3) Cc1cccc(NC(=O)CN2CCN(C(=O)c3oc4c(Cl)cccc4c3C)CC2)c1C
4) CC(=O)NCCc1nc2ccccc2n1CCOc1ccccc1C
5) CCOC(=O)Cn1c(CN2CCN(c3ccc(OC)cc3)CC2)nc2c1c(=O)[nH]c(=O)n2C
6) CCOC(=O)NCc1ccc(S(=O)(=O)Nc2ccccc2C)cc1
7) Cc1cc(C)n2nc(SCC(=O)c3cc(C)n(CC4CCCO4)c3C)nc2n1 (configuration not stated)
8) Cn1c(=O)c2cc(NCc3ccccc3)nnc2n(C)c1=O
9) O=C(NCCn1cc(SCc2ccccc2)c2ccccc21)c1cccs1
10) CCCCOCCCN1CC(=O)N2C(C)c3[nH]c4ccccc4c3C[C@H]2C1=O (some centres not stated)
assay / compound	1	2	3	4	5	6	7	8	9	10
JMJD2A Tudor inh	-30%	-16%	-29%	1%[11.4 µM]	-15%	6%	-15%	3%	-13%	-14%
G9a block	20%	20%[12.7 µM]	8%[2.33 µM]	-2%	?	-12%[59 µM]	-49%	14µM*	-28%[59 µM]	-10%[2.33 µM]
PI4K2A inh	2	-9	-4	-1	2	-6	0	2	-5	0
RGS4 inh	-37%	15%	4%	-10%[11.4 µM]	-5%	7%	-11%	-12%	13%	-47%
BAZ2B inh	-22%	-6%	-5%	-13%	-18%	-4%	?	-8%	?	-7%
GLS inhibitor	-8%	-2%	3%	9%	21%	6%	1%	-4%	10%	5%
ERG Ets-DNA blk	-11%	-5%	-20%	0%	0%	-1%	5%	·	29%	-1%
HP1b chromo inh	6%	40%[activator]	17%	4%	17%	28%	6%	36%	17%	59%[activator]
ALOX12 inh	-6%	-23%	232%[activator]	0%	-19%	0%	1%	-17%	?	22%

11) Cc1ccc(/C=c2\sc3nc(-c4cccs4)nn3c2=O)o1
12) C/C(=N\NC(=S)NC1CCCCC1)c1ccc(O)cc1
13) COc1cccc(CNC(=O)CNS(=O)(=O)c2ccc(Br)s2)c1
14) Nc1nnc(SCc2coc(-c3ccc(Cl)cc3)n2)s1
15) CCOC(=O)C1=C(C)N(CCCC(=O)O)C(=O)NC1c1ccccc1Cl (configuration not stated)
16) NS(=O)(=O)c1ccc(N2CCN(C(=O)C3COc4ccccc4O3)CC2)nc1 (configuration not stated)
17) CC1CN(C(=O)CCC(=O)N2CCCCC2)c2cc(Cl)ccc2O1 (configuration not stated)
18) Cc1ccc(NC(=O)CSc2n[nH]c(-c3cccnc3)n2)c(Br)c1
19) COc1cccc(NC(=O)CN2C(=O)c3cccc4cccc2c34)c1
20) CC(=O)c1ccc(NC(=O)CSC2=NS(=O)(=O)c3cc(Cl)ccc3N2)cc1
assay / compound	11	12	13	14	15	16	17	18	19	20
JMJD2A Tudor inh	?	?	-8%	-15%	-12%	-2%	-5%	-7%	-3%	-11%
G9a block	18µM*	35µM*	30%	4%[12.7 µM]	·	?	15%	38%[activator]	-2%[59 µM]	?
PI4K2A inh	6	0	2	-4	1	-4	-2	0	-2	-6
RGS4 inh	-13%	-14%	19%	-26%	-3%	-18%	20%[11.4 µM]	17%	-8%	-20%
BAZ2B inh	-32%	?	-11%	13%	·	12%	2%	1%	2%	-8%
GLS inhibitor	-2%	?	-4%	4%	2%	15%	-5%	0%	-1%	22%
ERG Ets-DNA blk	-4%	-4%	-3%	0%	-3%	-4%	-2%	4%	1%	11%
HP1b chromo inh	0%	?	28%	21%	18%	19%	55%[activator]	16%	44%[activator]	8%
ALOX12 inh	?	?	-20%	-2%	10%	-1%	-10%	?	-18%	-25%

21) Cc1cc2oc3c(c(=O)c2cc1C)C(c1ccc(C(C)C)cc1)N(CCCN1CCOCC1)C3=O (configuration not stated)
22) CCc1ccccc1NC(=O)CNC(=O)c1cc(C2CC2)nc2c1cnn2C(C)C
23) COc1ccccc1CCNC(=O)C1CCC(=O)N(C2CCCCCC2)C1 (configuration not stated)
24) O=C(CN1C(=O)COc2ccccc21)N(CCCN1CCOCC1)CC1CC=CCC1 (configuration not stated)
25) CC(Oc1ccc(Br)cc1)C(=O)NC1CCCCCC1 (configuration not stated)
26) CC(=O)c1cccc(NC(=O)c2ccccc2N(C)S(=O)(=O)c2ccc(C)cc2)c1
27) O=C(CCn1c(=O)oc2cc(Cl)ccc21)Nc1ccc(N2CCOCC2)cc1
28) Nc1ccccc1C(=O)NC1CCCCNC1=O (configuration not stated)
29) CCc1ccc(NC(=O)C(C)OC(=O)/C=C/c2ccc(O)c(OC)c2)cc1 (configuration not stated)
30) CC(=O)C1=C(C)Nc2ncnn2C1c1ccccc1Cl (configuration not stated)
assay / compound	21	22	23	24	25	26	27	28	29	30
JMJD2A Tudor inh	?	-13%	-7%	-7%	12%	-6%	-8%	16%[57.1 µM]	-7%	-5%
G9a block	50µM*	3%[12.7 µM]	-2%	23%[59 µM]	35%[12.7 µM]	6%	13%	2%	·	5%
PI4K2A inh	-4	-1	-4	1	1	1	3	-1	-2	-1
RGS4 inh	-13%	10%	-6%	-2%	27%	-10%	-29%	-28%	-9%	10%
BAZ2B inh	10%	2%	3%	-4%	3%	-29%	1%	-5%	·	-1%
GLS inhibitor	0%	0%	5%	0%	2%	0%	0%	1%	?	22%
ERG Ets-DNA blk	11%	-8%	-5%	-5%	0%	1%	-1%	-12%	1%	·
HP1b chromo inh	13%	35%	7%	1%	29%	15%	17%	55%[activator]	21%	25%
ALOX12 inh	15%	6%	1%	-12%	11%	3%	20%	-20%	?	18%

Single records, from the list above. Values in the order: JMJD2A Tudor inh | G9a block | PI4K2A inh | RGS4 inh | BAZ2B inh | GLS inhibitor | ERG Ets-DNA blk | HP1b chromo inh | ALOX12 inh
`Cc1cc2oc3c(c(=O)c2cc1C)C(c1ccc(C(C)C)cc1)N(CCCN1CCOCC1)C3=O` (configuration not stated) in the list: ? | 50µM* | -4 | -13% | 10% | 0% | 11% | 13% | 15%
`C/C(=N\NC(=S)NC1CCCCC1)c1ccc(O)cc1` in the list: ? | 35µM* | 0 | -14% | ? | ? | -4% | ? | ?

An excerpt from above, showing only PI4K2A inh, HP1b chromo inh and BAZ2B inh:
cpd	SMILES	PI4K2A inh	HP1b chromo inh	BAZ2B inh
27	O=C(CCn1c(=O)oc2cc(Cl)ccc21)Nc1ccc(N2CCOCC2)cc1	3	17%	1%
28	Nc1ccccc1C(=O)NC1CCCCNC1=O (configuration not stated)	-1	55%[activator]	-5%
29	CCc1ccc(NC(=O)C(C)OC(=O)/C=C/c2ccc(O)c(OC)c2)cc1 (configuration not stated)	-2	21%	·
30	CC(=O)C1=C(C)Nc2ncnn2C1c1ccccc1Cl (configuration not stated)	-1	25%	-1%

The list goes on.
31) CCOC(=O)c1c(NC(=O)CSc2nnc(Cc3ccccc3)o2)sc(C(C)=O)c1C
32) CCN(CC)C(=O)COc1ccc(-c2nnc(Nc3ccc(OC)c(C(=O)NC)c3)c3ccccc23)cc1
33) COc1cc2c(cc1OC)CN(C(=O)c1ccco1)CC2
34) COc1ccc(-c2cc(C(=O)Nc3cc(C)ccc3O)no2)cc1
35) O=C(N/N=C/c1cc2c3c(c1O)CCCN3CCC2)c1ccccc1O
36) COc1ccc(-c2ccc3ccccc3n2)cc1
assay / compound	31	32	33	34	35	36
JMJD2A Tudor inh	-9%	-6%&-3%	-5%	-6%	45µM*	-3%
G9a block	2%[2.33 µM]	-3%[59 µM]	-34%	11%	?	36%[12.7 µM]
PI4K2A inh	3	-2&-1	0	-5	0	-13
RGS4 inh	0%	-6%&-1%	26%[56.9 µM]	-22%	-33%	4%
BAZ2B inh	-25%	0%&-1%	-15%	-2%	32µM*	-8%
GLS inhibitor	1%	13%&-3%	-19%	1%	-17%	4%
ERG Ets-DNA blk	6%	0%&-8%	-1%	0%	?	4%
HP1b chromo inh	10%	10%&24%	39%	40%[activator]	-15%	50%[activator]
ALOX12 inh	11%	?	34%	3%	?	0%
